Assay outcomes from PubChem.
HCV core dimer – HCV core protein dimerization inhibition; inhibition, % at 5 µM; actives 0.33% (n = 300,000); TR-FRET GST/Flag-core106 dimerization, 1536-well;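 active means inhibition above the mean of all tested compounds plus 3 SD, set per screening campaign, cut at about 45% in these data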
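Material: GST/Flag-tagged HCV core106 proteins. Incubation: 4 h, 22.5 °C incubation. Read-out basis: inhibition (%) from 671 over 617 nm ratio. Measured by: TR-FRET, excitation 340 nm, emission 617 and 671 nm.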
PP1 inh – counter-screen for PP5 inhibitors: inhibitors of human PP1-alpha | purified PP1alpha, OMFP fluorescence | inhibition, % at 6.7 µM | actives 0.9% (n = 320,000);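 active means inhibition above the mean inhibition of all tested compounds plus 3 SD, computed separately for each screening campaign, cut at about 15% in these data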
Target sequence (P62136 whole entry, looked up): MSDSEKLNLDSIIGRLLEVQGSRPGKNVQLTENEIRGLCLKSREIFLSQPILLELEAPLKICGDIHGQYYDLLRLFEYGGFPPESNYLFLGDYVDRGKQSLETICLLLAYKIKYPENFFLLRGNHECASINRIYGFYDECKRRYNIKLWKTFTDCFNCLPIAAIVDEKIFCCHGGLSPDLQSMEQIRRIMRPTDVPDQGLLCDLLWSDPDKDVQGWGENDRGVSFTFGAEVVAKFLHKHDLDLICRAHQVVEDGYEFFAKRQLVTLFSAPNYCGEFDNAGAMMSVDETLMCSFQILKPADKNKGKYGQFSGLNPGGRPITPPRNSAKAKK
TPT1 inhibitor – C. albicans TPT1 enzyme inhibition. recombinant caTPT1, FP RNA substrate dephosphorylation. inhibition, % at 5 µM. actives 0.81% (n = 300,000). AID 1962;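 active means inhibition above the mean of all tested compounds plus 3 SD, set per screening campaign, cut at about 24% in these data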;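 further: plate controls were DMSO alone for no effect and ferristatin control at 100 nM for full effect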
JMJD2C inh – inhibitors of human GASC-1 (JMJD2C) demethylase. Q9H3R0. GST-JMJD2C(1-420) H3K9me3 demethylation, DELFIA europium. inhibition, % at 2.35 µM. actives 0.069% (n = 330,000). AID 2099;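 active means more than half of a compound's replicate wells show inhibition beyond 50%, single wells judged on their own value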;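 further: signal counts dimethyl H3K9 product captured on neutravidin plate; 0% = median of DMSO wells and 100% = 0.3 times that DMSO median; strong numbers were not always called active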
Target sequence (Q9H3R0 1-420 limits assumed): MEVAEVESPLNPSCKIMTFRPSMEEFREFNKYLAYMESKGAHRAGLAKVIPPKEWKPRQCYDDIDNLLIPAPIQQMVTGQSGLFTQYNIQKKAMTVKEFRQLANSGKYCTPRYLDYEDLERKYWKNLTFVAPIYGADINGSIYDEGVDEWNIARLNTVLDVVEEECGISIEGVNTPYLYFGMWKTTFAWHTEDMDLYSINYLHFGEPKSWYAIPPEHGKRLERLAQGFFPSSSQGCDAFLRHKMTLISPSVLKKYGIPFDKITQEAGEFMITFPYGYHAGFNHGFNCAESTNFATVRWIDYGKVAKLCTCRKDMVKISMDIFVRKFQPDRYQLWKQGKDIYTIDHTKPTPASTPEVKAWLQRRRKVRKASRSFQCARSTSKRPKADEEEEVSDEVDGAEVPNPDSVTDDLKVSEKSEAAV
proCasp7 act – counter-screen: procaspase-7 (human) activation; actives 0.093% (n = 330,000); activation, % at 8.5 µM; P55210; recombinant procaspase-7, Ac-DEVD-pNA absorbance 405 nm; D23A/D198A/D206A triple mutant, cannot self-cleave; scale: DMSO 0, 5 µM enzyme 100;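 active means percent activation above the screen-wide mean plus 3 SD, cut at about 25% in these data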
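System: Uncleavable procaspase-7 mutant enzyme; Amount: 2 µM procaspase-7 mutant as dispensed; Schedule: 1 h compound preincubation, 2 h substrate cleavage, 25 °C; Measured by: 405 nm absorbance of p-nitroaniline; Evaluation: percent activation from buffer-corrected 0–120 min absorbance change; Control set: low DMSO alone, high DMSO plus 5 µM PC-7.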
PP5 primary – blocks human protein phosphatase 5 activity; P53041; purified PP5c, OMFP substrate fluorescence; inhibition, % at 6.7 µM; actives 0.18% (n = 320,000);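 active means inhibition above the campaign's mean inhibition across all tested compounds plus 3 SD, cut at about 9.5% in these data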;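 further: 0% = DMSO only and 100% = 100 µM cantharidin control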
Fh CTSL1 inh – counter-screen for PFM18AAP inhibitors: inhibitors of F. hepatica cathepsin L1; recombinant F. hepatica cathepsin L1, Z-Leu-Arg-MCA fluorescence; inhibition, % at 5.96 µM; actives 0.49% (n = 300,000);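 active means inhibition above the mean of all tested compounds plus 3 SD, set per screening campaign, cut at about 17% in these data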;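 further: 0% = plate median of test compound wells and 100% = 1 µM Z-Phe-Ala-diazomethylketone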
Efflux pump inh – inhibitors of Candida antifungal efflux pumps expressed in yeast; actives 0.44% (n = 330,000); AID 485275; S. cerevisiae Candida pump triplex, Nile Red efflux; inhibition, % at 10 µM;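 active means plate passing quality check with inhibition over a set limit, or well fluorescence over plate mean plus 4 SD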;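 further: Nile Red retained in pooled yeast measured as flow cytometry median fluorescence; 0% = buffer negative control and 100% = Enniatin B positive control; higher means more Nile Red kept so more efflux inhibition; some compounds called inactive have numbers as strong as hits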
proCasp3 act – procaspase-3 (human) activation. P42574. recombinant procaspase-3 D3A, Ac-DEVD-pNA absorbance 405 nm. activation, % at 8.5 µM. actives 0.11% (n = 330,000);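 active means activation above the mean of all tested compounds plus 3 SD, cut at about 21% in these data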;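 further: 0% = DMSO alone and 100% = DMSO wells spiked with extra 5 µM PC-3 D3A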
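Assay system: Procaspase-3 D3A mutant, all three cleavage aspartates alanine. Buffer or medium: Zinc-free HEPES saline buffer with Triton X-100. Times: 1 h compound preincubation, 2 h substrate hydrolysis at 25 °C. Measured by: 405 nm absorbance of p-nitroaniline, reads at 0 and 120 min. Read-out basis: percent activation relative to control range. Replicates: singlicate.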
An asterisk follows results filed as active; nt = not tested or not shown.

mol,HCV core dimer,PP1 inh,TPT1 inhibitor,JMJD2C inh,proCasp7 act,PP5 primary,Fh CTSL1 inh,Efflux pump inh,proCasp3 act
Cc1ccc(C(C)NC(=O)CSc2ccc(S(=O)(=O)N3CCOCC3)cn2)cc1C (stereo unspecified),nt,1,nt,4,-13,0.0,nt,-0.1,-10
Cn1[nH]c(C(F)(F)F)cc1=O,3,-3,5,-8,2,2.5,-1,-0.1,2
CC1=C(C(=O)NCCN2CCN(C)CC2)C2(CCC(C)CC2)OC1=O (stereo unspecified),0,-2,-1,1,-5,0.4,-1,-0.1,4
COC(=O)[C@@]1(Cc2ccc(OC)cc2)[C@H]2c3cc(C(=O)N(C)C)n(Cc4c(CO)[nH]cc(C)c4=O)c3C[C@H]2CN1C(=O)c1ccccc1,6,-1,-3,-2,6,2.3,-2,nt,11
CCCCCc1nnc(NC(=O)CS(=O)(=O)Cc2ccccc2)s1,1,-1,0,17,15,2.1,-2,0.0,-5
O=C(CCc1nnc(C2(c3ccc(Cl)cc3)CCC2)o1)N1CCCC(O)C1 (stereo unspecified),12,-4,-3,-13,4,-0.3,1,-0.4,0
COc1ccc(NC(=O)/C(=C/c2cccnc2)NC(=O)c2cccs2)cc1,3,-3,1,3,1,-2.9,-3,0.0,-8
CCn1c(COC(=O)CNC(=O)c2ccccc2F)nc2cc(S(=O)(=O)N(C)C)ccc21,0,3,-1,11,8,-0.1,2,0.0,8
COc1ccc2oc3cc(C)[n+]([O-])c(-c4ccc(Br)cc4)c3c2c1,-4,2,-1,7,4,2.2,1,0.2,14
CCN(CC)S(=O)(=O)c1ccc(OC)c(NC(=S)Nc2cc(C)ccc2C)c1,11,-11,-2,0,-1,-0.2,5,0.0,-3
CCOc1ccc(N(C(=O)c2cnccn2)C(C(=O)NC2CCCCC2)c2ccc(O)cc2)cc1 (stereo unspecified),-5,-3,-2,-20,4,0.9,16,-0.1,-2
CSCCNC(=O)c1ccc(C(C)(C)C)cc1,-1,-7,-3,-4,9,0.6,4,-0.1,3
C/C(=N\Nc1c([N+](=O)[O-])c(C)nn1C)c1ccc(F)cc1F,0,-2,1,-23,2,4.8,1,0.0,-4
O=C(NCc1ccc(F)cc1)C1CCN(S(=O)(=O)c2ccc(Br)s2)CC1,5,0,-5,-15,-4,3.0,-1,0.0,-1
CCC(C)NC(=O)c1cc(CC(C)C)on1 (stereo unspecified),1,0,-2,5,-1,2.4,-1,0.1,7
O=C(NCCCN1CCOCC1)/C(=C/c1ccc(F)cc1)NC(=O)c1ccccc1,-1,1,3,-5,3,-1.1,5,0.0,3
CCCNc1c(N)c(=O)oc2ccccc12,-2,-2,-2,4,-2,-2.3,-1,0.0,1
Cc1ccc(-c2ccc(/C=N\NC(=O)c3cc4c(ccc5ccccc54)o3)o2)cc1[N+](=O)[O-],21,-2,-2,0,10,3.7,-2,0.1,-4
Cc1cc(NS(=O)(=O)c2ccc(NC(=O)c3ccco3)cc2)no1,-2,0,-4,2,6,-1.4,-23,-0.1,-13
O=C(NCC1CCCO1)C(c1ccc(F)cc1)N(CC1CCCO1)C(=O)c1ccc(-c2ccccc2)[nH]1 (stereo unspecified),9,-4,-1,5,3,-2.1,-2,0.2,-1
COc1ccc(-c2cc(=O)oc3c(C)c(OC(C)C(C)=O)ccc23)cc1 (stereo unspecified),6,-1,-5,21,-9,1.6,-1,-0.1,-1
Cc1ccc(CN(CC(=O)NC2CCCC2)C(=O)CSc2nnc(COc3ccccc3)o2)cc1,-2,3,-2,5,9,2.3,-2,-0.1,0
O=C1CCN(Cc2ccc([N+](=O)[O-])cc2)CCN1CCO,-10,2,6,-26,-3,3.2,-1,0.2,0
CCCc1nnc(NC(=O)COc2ccc3c(c2)OCO3)s1,6,-1,-1,-2,8,0.6,-1,93*,3
O=C(Nc1ccc(N2C(=O)C3C4C=CC(C4)C3C2=O)cc1)Nc1nncs1 (stereo unspecified),-4,-3,-1,-16,4,-1.7,0,0.0,11
Cc1nn(-c2ccccc2)nc1CNC(=O)CC(C)(C)C,-1,-7,-3,-3,2,-2.0,2,-0.1,2
COc1cc(Cl)c(C)cc1NC(=O)COc1ccccc1[N+](=O)[O-],12,-1,2,-2,7,-3.6,0,-0.2,-2
COc1ccc(C(=O)NC(=S)Nc2ccccc2F)cc1,8,2,1,0,-25,0.8,1,1.3,-12
CCCc1nnc(NC(=O)c2cc(OC)cc(OC)c2)s1,-3,2,-3,1,3,2.7,0,0.0,5
Cc1c(C2N3CC4(C)CN2CC(C)(C3)C4=O)c2ccccc2n1C (stereo unspecified),-2,-8,-2,9,5,-0.2,-2,0.0,7

Ordered by the number under HCV core dimer (falling): some entries from above
SMILES	HCV core dimer
COc1ccc(-c2cc(=O)oc3c(C)c(OC(C)C(C)=O)ccc23)cc1 (stereo unspecified)	6
O=C(NCc1ccc(F)cc1)C1CCN(S(=O)(=O)c2ccc(Br)s2)CC1	5
CCCCCc1nnc(NC(=O)CS(=O)(=O)Cc2ccccc2)s1	1

(list continues)
mol,HCV core dimer,PP1 inh,TPT1 inhibitor,JMJD2C inh,proCasp7 act,PP5 primary,Fh CTSL1 inh,Efflux pump inh,proCasp3 act
NC(=O)COc1ccc(/C=N\NC(=O)c2ccc(-c3ccccc3)cc2)cc1,3,2,-2,4,1,1.0,3,-0.1,-1
Cc1ccc(CNC(=O)CCS(=O)(=O)c2cccc3nonc23)cc1,1,-4,2,64,13,-2.0,-14,-0.1,8
CC(CCc1ccccc1)C(=O)NO (stereo unspecified),0,-5,19,4,9,-1.8,-1,-0.1,6
CCOc1ccc(CNC(=O)C(=O)c2cn(CC(=O)N3CCOCC3)c3ccccc23)cc1OC,2,-1,-6,-7,-4,1.6,5,-1.1,0
COC(=O)c1cn(NC(=O)Cn2nc([N+](=O)[O-])c(Cl)c2C)c(=O)c2ccccc12,4,2,0,-11,1,-1.7,-5,0.1,-10
O=C(O)CCCNc1ccc(S(=O)(=O)Nc2ccccc2C(=O)O)cc1C(=O)O,-1,-2,5,1,-5,2.9,-2,0.1,-5
O=C(NNC(=O)c1ccc2c(=O)n3c(nc2c1)CCC3)c1ccc(F)cc1,-6,-4,0,-2,9,-2.5,3,0.0,-2
Oc1ccc2ccccc2c1C1Nc2cccc3cccc(c23)N1,9,3,0,15,-9,1.2,-3,-0.1,-5
CCCCN(CCCC)CC(O)CN1C(=O)NC(C)(C)C1=O (stereo unspecified),-2,8,-3,5,5,-3.6,2,-0.1,3
Cc1cc(N/C(=N\S(=O)(=O)c2ccc(Cl)cc2)c2ccc(F)cc2)no1,3,-4,2,-3,-4,-0.4,0,0.0,6
O=C(CCNC(=O)c1ccco1)Nc1ccccc1N1CCOCC1,0,3,2,8,10,0.2,1,0.0,7
COCCSc1ccccc1C(=O)N1CCCC1,2,-4,-2,-3,-3,1.8,-4,0.0,-6
CCN(C(=O)COC(=O)C1CCN(S(=O)(=O)c2cccs2)CC1)c1ccccc1,-1,-4,-7,-7,-10,-0.9,-2,-0.1,-2
Cc1cc(C)c(S(=O)(=O)c2ccccc2C)c(OCC(C)(C)C)n1,2,5,-2,-8,-4,0.7,1,0.2,3
CN(CCC1CCCCO1)C(=O)CCc1nnc(C2CCCCC2)o1 (stereo unspecified),-3,-3,-1,9,-5,1.0,-1,0.0,-2
Cc1ccc(S(=O)(=O)N(C)CC(=O)OCC(=O)c2c(N)n(C)c(=O)n(C)c2=O)cc1,-4,-7,-2,-2,-8,3.0,-30,-0.2,3
CN1CCC(OC(=O)C23CCC(C)(C(=O)O2)C3(C)C)CC1 (stereo unspecified),2,-5,-1,4,1,2.4,-4,0.0,4
CC(NC(=O)CN1CCN(c2ccc(Cl)cc2)CC1)c1ccccc1 (stereo unspecified),1,-2,-2,-15,0,3.1,3,0.1,-2
CN(C)c1ccc(/C=N/N=C/c2ccccc2O)cc1,6,0,6,2,1,-0.2,-1,-0.1,-4
COc1ccccc1/C(C)=N/Oc1cc(N)cc([N+](=O)[O-])c1,nt,1,nt,-5,-3,5.4,nt,0.1,-1
C=C(C)[C@@H](O)COc1c2ccoc2cc2oc(=O)ccc12,nt,-7,nt,-1,-1,0.1,nt,-0.3,10
CCOC(=O)CCC(=O)Nc1cccc([N+](=O)[O-])c1,4,-1,-5,10,5,3.1,-3,-0.2,-7
CCN(c1ccc(C)c(C)c1)S(=O)(=O)c1c(C)[nH]c(=O)[nH]c1=O,-4,1,-4,11,-11,1.3,-3,-0.1,1
Cc1ccc(N)cc1O,nt,-3,nt,6,-17,1.9,nt,0.0,3
COc1cccc(C2CC(C(F)(F)F)n3ncc(C(=O)O)c3N2)c1 (stereo unspecified),0,-3,-3,-2,2,1.8,5,-0.1,2
COc1ccc(NC(C)=O)cc1S(=O)(=O)NCCc1ccccn1,nt,-3,nt,-1,-14,0.0,nt,0.0,-3
COc1ccccc1N1C(=O)c2ccccc2NC1c1ccncc1 (stereo unspecified),8,-5,1,-3,4,0.7,-2,0.0,0

Rewritten as labelled records: entries from further up
NC(=O)COc1ccc(/C=N\NC(=O)c2ccc(-c3ccccc3)cc2)cc1
  HCV core dimer: 3
  PP1 inh: 2
  TPT1 inhibitor: -2
  JMJD2C inh: 4
  proCasp7 act: 1
  PP5 primary: 1.0
  Fh CTSL1 inh: 3
  Efflux pump inh: -0.1
  proCasp3 act: -1
Cc1ccc(CNC(=O)CCS(=O)(=O)c2cccc3nonc23)cc1
  HCV core dimer: 1
  PP1 inh: -4
  TPT1 inhibitor: 2
  JMJD2C inh: 64
  proCasp7 act: 13
  PP5 primary: -2.0
  Fh CTSL1 inh: -14
  Efflux pump inh: -0.1
  proCasp3 act: 8
